Hsp70 activator – transcriptional activators of Hsp70. HeLa Hsp70 promoter luciferase reporter, luminescence; scaled: vehicle 0, proteasome-inhibitor control 100%. activation, % at 10 µM. 200,000 tested, 0.04% active. AID 1203;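 active = activation above the mean across all tested compounds plus 3 SD, cutoff set per campaign, cut at about 5.5% in these data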;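 also: 100% = MG132 at 30 µM as the positive control and 0% = DMSO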
APP transl inh – APP translation inhibition; inhibition, % at 2 µM; SH-SY5Y APP 5'UTR-luciferase reporter, luminescence; 190,000 tested, 0.82% active;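 active = inhibition above a set limit, derived from the sample mean plus 3 SD, cut at about 45% in these data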; also: values of inactives mirror those of a sister screen read the other way
NF-kB neuron act – NF-kB expression increase, human neuronal cells; NF-kB reporter expression; stronger effect = higher value; fold change at 12.5 µM; 190,000 tested, 1.6% active; AID 1239; in the data active = fold change above about 3.3
STAT1 activator – increases IFN-gamma driven STAT1 reporter signal; activation (% of control), % at 5.5 µM; 200,000 tested, 2.6% active; NIH 3T3 STAT1-luciferase reporter, luminescence; 100% = IFN-gamma alone, no compound; AID 932;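 active = activation above the screen-wide mean activation plus 3 SD, cut at about 130% in these data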;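 also: raw ratio to IFN-gamma control signal so 100% means no change and 0% no light; values of inactives mirror those of a sister screen read the other way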
FLuc inh counter – Photinus pyralis luciferase inhibition counter-screen; P08659; inhibition, % at 10 µM; 200,000 tested, 1.5% active; ATPLite firefly luciferase biochemical luminescence, 10 min;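 active = inhibition above about 50% when tested at 10 µM, limit read from the data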
Target sequence (P08659 whole entry, looked up): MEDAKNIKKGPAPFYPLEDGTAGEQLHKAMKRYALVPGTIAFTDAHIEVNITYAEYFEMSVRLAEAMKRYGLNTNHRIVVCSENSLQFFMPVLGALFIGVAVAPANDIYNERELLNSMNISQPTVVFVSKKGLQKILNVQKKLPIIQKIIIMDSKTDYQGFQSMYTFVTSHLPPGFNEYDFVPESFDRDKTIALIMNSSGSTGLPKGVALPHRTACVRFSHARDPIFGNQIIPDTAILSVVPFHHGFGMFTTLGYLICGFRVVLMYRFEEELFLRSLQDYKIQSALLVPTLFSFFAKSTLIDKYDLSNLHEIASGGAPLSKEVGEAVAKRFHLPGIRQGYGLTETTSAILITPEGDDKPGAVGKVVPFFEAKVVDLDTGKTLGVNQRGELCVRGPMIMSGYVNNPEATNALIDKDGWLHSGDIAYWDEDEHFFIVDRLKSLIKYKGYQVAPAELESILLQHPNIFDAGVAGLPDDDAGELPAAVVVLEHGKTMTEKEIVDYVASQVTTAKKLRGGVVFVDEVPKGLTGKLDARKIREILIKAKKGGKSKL
STAT3 activator – increases IL-6 driven STAT3 reporter signal; AID 871; 190,000 tested, 0.91% active; activation (% of control), % at 5.6 µM; U3A cells, IL-6 STAT3-luciferase reporter, luminescence; 100% = signal with IL-6 EC80 alone;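 active = activation above the screen-wide mean of compound activation plus 3 SD, cut at about 130% in these data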;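 also: 0% = background luminescence of wells with medium and substrate only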
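Test system: human U3A cells carrying STAT3-luciferase construct; control set: IL-6-only wells as 100% reference; timing: compound pre-incubation 1 h before IL-6, then 6 h stimulation at 37 °C; also added: IL-6 stimulus at 33 ng/mL final; evaluation: % activation versus median of IL-6-stimulated wells; detection: reporter luminescence signal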
STAT1 blocker – STAT1 signaling inhibition | NIH 3T3 STAT1-luciferase reporter, IFN-gamma, luminescence | inhibition, % at 5.5 µM | 200,000 tested, 0.35% active;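 active = inhibition above a set limit, the mean inhibition across all tested compounds plus 3 SD, cut at about 34% in these data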;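 also: 0% = IFN-gamma with DMSO and 100% = IFN-gamma with 300 µM nifuroxazide; values of inactives mirror those of a sister screen read the other way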
APP 5'UTR act – activates APP 5'UTR luciferase reporter; SH-SY5Y APP 5'UTR luciferase reporter, luminescence; zero percent = DMSO vehicle wells; activation, % at 2 µM; 190,000 tested, 1% active;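 active = activation above a set limit, based on mean plus 3 SD of controls, cut at about 140% in these data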; also: values of inactives mirror those of a sister screen read the other way
STAT3 inh – inhibitors of IL-6 induced STAT3 signaling; U3A cells, IL-6 STAT3-luciferase reporter, luminescence; host cell line lacks STAT1; inhibition, % at 5.5 µM; 190,000 tested, 0.89% active; AID 862;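 active = inhibition above the mean inhibition across all screened compounds plus 3 SD, cut at about 44% in these data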;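 also: 0% = DMSO only wells and 100% = 100 µM nifuroxazide control wells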
RAM network inh – yeast RAM network inhibition | inhibition, % at 50 µM | S. cerevisiae dse1pr::URA3 reporter, 5-FOA growth OD615, 2 d; analog-sensitive cbk1-as2 kinase mutant strain | 190,000 tested, 1.8% active;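 active = inhibition above a set limit, 3 SD over mean compound inhibition, cut at about 8.4% in these data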;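 also: 0% = DMSO-only wells with no growth and 100% = 10 µM 1-NA-PP1 full growth; inhibition rescues growth on 5-FOA so higher OD means more RAM inhibition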
Numbers without * were called inactive; / = no result given.

SMILES	Hsp70 activator	APP transl inh	NF-kB neuron act	STAT1 activator	FLuc inh counter	STAT3 activator	STAT1 blocker	APP 5'UTR act	STAT3 inh	RAM network inh
COc1cc(S(=O)(=O)N2CCC(c3nc4ccccc4s3)CC2)ccc1S(=O)(=O)NC1CCCC1	-0.2	19.1	0.81	106.7	-3.1	103.9	-4.4	-19.1	-1.4	4.4
FC(F)(F)c1cc(-c2ccco2)nc(-n2nc(C(F)(F)F)cc2C2CC2)n1	-0.1	-15.9	1.01	107.4	-6.1	96.8	-8.2	15.9	6.8	9.1*
O=C(NNS(=O)(=O)c1ccc(Cl)cc1)c1sccc1-n1cccc1	-0.5	0.3	1.06	99.4	-2.7	104.2	0.7	-0.3	-2.4	0.8
CC1CC(C)(C)NC(=O)O1 (stereo unspecified)	0.0	-3.0	0.94	96.7	0.0	102.5	3.7	3.0	-2.2	3.4
OC(c1ccccc1)c1cccnc1 (stereo unspecified)	-0.1	-6.9	1.23	98.4	11.5	104.8	1.8	6.9	-7.5	1.4
C=CCN(C)NC(=S)Nc1ccccc1	-0.6	-4.2	0.92	100.4	-8.0	100.0	-0.5	4.2	-2.3	1.5
CCCOc1ccc(N2C(=O)CC(NCCNc3ccc(S(=O)(=O)CC)cc3)C2=O)cc1 (stereo unspecified)	-0.1	-5.5	1.07	96.7	-2.6	96.5	3.6	5.5	3.7	1.5
NC1=NN(c2cccc(C(=O)O)c2)C(=O)C1	-0.4	-135.3	1.48	98.1	-2.1	100.0	2.1	135.2*	-4.5	1.4
COc1ccc(NC(=O)CSc2ccc3c(c2)OCCO3)cc1OC	-0.6	13.4	1.01	101.7	-1.0	89.0	-1.9	-13.4	17.1	1.6
O=C(Nc1ccc(F)cc1F)c1cc2nc3c(c(C(F)(F)F)n2n1)CCCC3	0.0	-173.4	0.45	104.8	4.1	99.6	-5.4	173.4*	-0.5	1.9
Cc1c(C(C)C)c(=O)n(-c2ccc(S(=O)(=O)NCc3ccccc3)cc2)n1C	0.1	8.5	0.82	74.0	-8.9	31.7	27.8	-8.5	81.1*	0.5
CCN1CCCC1CN(Cc1cc2ccc(C)cc2[nH]c1=O)C(=S)Nc1ccc(OC)cc1 (stereo unspecified)	-0.2	-10.4	1.1	112.0	0.3	102.7	-13.6	10.4	1.6	0.0
COc1cccc(OCCN2CCN(c3ncnc4c3cnn4-c3ccccc3)CC2)c1	-0.2	-0.8	0.54	91.2	-4.6	105.3	9.6	0.8	-2.9	-0.9
Cc1ccc(C)c(OCCOCCN2CCOCC2)c1	-0.2	-3.7	1.18	105.8	-8.2	100.8	-6.4	3.7	2.9	1.5
COc1cccc(-c2nnc3sc(-c4ccc(C)cc4)nn23)c1	0.0	-5.6	1.35	94.0	-5.7	91.5	6.7	5.6	19.9	1.4
CC(NC(=O)NC1CCCCC1)c1ccc2c(c1)OCO2 (stereo unspecified)	0.1	1.3	1.32	102.9	-1.7	87.6	-4.2	-1.3	20.2	-0.6
CC(C)(C)n1nnnc1C(c1ccncc1)N1CCN(C2CCCCC2)CC1 (stereo unspecified)	0.0	4.8	1.05	86.8	-2.0	105.0	14.4	-4.8	-2.6	0.5
O=C1c2cccc3c([N+](=O)[O-])c(O)cc(c23)C(=O)N1Nc1ccccc1	-0.2	-5.6	1.18	100.7	-0.1	96.7	-2.7	5.6	6.2	-0.6
Cc1ccc(C(c2nnnn2CC2CCCO2)N2CCN(Cc3ccccc3)CC2)cc1 (stereo unspecified)	-0.3	-15.9	1.09	103.1	-5.1	103.5	-4.5	15.9	-2.6	1.2
COc1ccc(NC(=O)NC2CC3CCCC(C2)N3Cc2ccccc2)cc1 (stereo unspecified)	0.1	-16.3	0.99	96.7	-9.9	88.6	3.6	16.3	17.6	1.2

2 records picked at random from those above:
SMILES	Hsp70 activator	APP transl inh	NF-kB neuron act	STAT1 activator	FLuc inh counter	STAT3 activator	STAT1 blocker	APP 5'UTR act	STAT3 inh	RAM network inh
CC(C)(C)n1nnnc1C(c1ccncc1)N1CCN(C2CCCCC2)CC1 (stereo unspecified)	0.0	4.8	1.05	86.8	-2.0	105.0	14.4	-4.8	-2.6	0.5
CC(NC(=O)NC1CCCCC1)c1ccc2c(c1)OCO2 (stereo unspecified)	0.1	1.3	1.32	102.9	-1.7	87.6	-4.2	-1.3	20.2	-0.6

(further entries)
SMILES	Hsp70 activator	APP transl inh	NF-kB neuron act	STAT1 activator	FLuc inh counter	STAT3 activator	STAT1 blocker	APP 5'UTR act	STAT3 inh	RAM network inh
CC(NC(=O)C1CCC(=O)N1Cc1ccc(F)cc1)c1ccc2c(c1)OCCO2 (stereo unspecified)	0.1	-2.6	1.07	107.8	-4.8	97.8	-8.7	2.6	11.1	1.0
O=c1c2[nH]c3ccccc3c2ncn1CCCn1ccnc1	-0.1	3.7	0.92	104.0	2.6	102.3	-4.4	-3.7	1.5	1.3
CC(Oc1ccc(F)cc1)C(=O)/C=C\N(C)C (stereo unspecified)	0.0	-8.0	1.09	103.3	-8.6	107.8	-3.6	8.0	1.3	-1.1
O=C(O)C1C2CCC(O2)C1C(=O)NCc1ccncc1 (stereo unspecified)	-0.3	-10.0	0.86	104.3	3.1	100.4	-4.7	10.0	2.4	0.9
CC(C)N1CCC(N2CCN(Cc3cccc4nonc34)CC2CCO)CC1 (stereo unspecified)	-0.4	-1.5	1.25	105.8	-4.6	107.6	-6.3	1.5	-2.7	1.1
O=C(CSc1ccc2nnc(-c3cccc(F)c3)n2n1)NCc1ccco1	-0.1	-8.0	1.01	87.4	-5.6	102.2	13.8	8.0	0.4	0.6
C=CCNCCCCOc1c(Cl)cc(C)cc1Br	0.3	13.0	1.11	105.6	-7.0	104.5	-6.2	-13.0	6.2	1.2
CCOc1ccc(/C(O)=C2/C(=O)C(=O)N(CC3CCCO3)C2c2ccco2)cc1 (stereo unspecified)	-0.5	-30.9	0.99	107.5	-4.6	105.1	-8.1	30.9	-6.3	5.3
COC(=O)c1ccc2ncccc2c1	0.1	-0.7	1.51	115.7	-6.1	107.1	-16.9	0.7	-6.6	0.0
COc1ccc(C)cc1NC(=O)C(Sc1nnc(-c2ccncc2)n1-c1ccc(Cl)cc1)c1ccccc1 (stereo unspecified)	-0.5	9.2	0.6	82.7	-1.7	103.5	19.1	-9.2	-0.9	4.7
CN(CCCNC(=O)c1cccn2c(=O)c3ccccc3nc12)Cc1ccccc1	-0.1	-2.5	0.55	98.3	-7.0	95.0	1.8	2.5	13.4	0.0
Cc1ccc(N2CN=c3s/c(=C\c4cccnc4)c(=O)n3C2)cc1	-0.3	-0.9	1.24	98.8	-2.2	104.4	1.4	0.9	-1.3	0.9
NC(=O)C1CCN(C(=O)c2cccc(S(=O)(=O)N3CCc4ccccc4C3)c2)CC1	0.0	-6.2	1.11	104.0	-7.9	105.0	-4.7	6.2	-2.0	0.6
CCOC(=O)Cc1csc(NS(=O)(=O)c2ccc(OC)cc2)n1	-0.1	19.1	1	100.9	-5.3	100.3	-1.4	-19.1	5.2	-0.7
COc1cccc(NC(=O)c2ccc(S(=O)(=O)N(C)C)cc2)c1	-0.1	-5.8	1.24	106.5	4.9	99.2	-7.0	5.8	5.7	2.7
COc1ccc(Cn2c(-c3ccc(Br)cc3)c[n+]3ccccc23)cc1	-0.4	-84.9	2.41	124.8	21.6	98.3	-27.3	84.9	-2.3	1.8
CC(=O)c1cccc(NC(=O)NC(C)C2CCCO2)c1 (stereo unspecified)	-0.3	-9.4	1.03	98.4	-2.8	98.1	1.8	9.4	5.6	3.6
COc1cc(C(=O)N2CCN(Cc3ccccc3C(F)(F)F)CC2)cc(OC)c1OC	-0.1	-11.9	0.87	98.3	0.4	99.5	1.9	11.9	4.9	-1.5
O=C(N/N=C/CCc1ccccc1)C1CCCCC1	-0.2	-15.9	1.47	111.2	-3.8	107.9	-12.7	15.9	-4.1	2.3
Cc1cccc(NC(=O)c2c(C)nn(-c3ccccc3)c2Cl)c1	1.0	-39.8	1.89	116.1	11.5	98.1	-19.7	39.8	5.6	0.0
Cc1cc(F)ccc1S(=O)(=O)N(C(=O)c1ccncc1)c1ccc(OC(=O)c2ccncc2)cc1	-0.1	8.9	1.04	89.7	-3.6	103.5	9.4	-8.9	-1.8	-0.6
Cc1ccc(NC(=O)c2ccc(S(=O)(=O)N3CCCCC3)cc2)cc1	-0.2	-7.8	1.09	100.0	-5.9	88.1	0.1	7.8	16.6	4.6
Cc1ccc(S(=O)(=O)Oc2cccc(/C=N/n3cnnc3)c2)cc1	-0.3	4.0	0.88	97.1	-4.0	93.1	3.3	-4.0	5.9	1.4
Cc1ccc(F)cc1NC(=O)CN1CCN(c2ccccn2)CC1	0.2	9.6	1.09	106.0	-8.9	94.6	-6.8	-9.6	11.5	0.7
Cc1cccc(C)c1NC(=O)CNC(=O)Cc1ccc(Br)cc1	-0.3	-10.7	0.98	99.2	-5.4	106.5	-1.6	10.7	-6.6	0.6
COC(=O)Cn1c(=NC(=O)C(C)C)sc2c(C)cc(C)cc21	-0.3	-5.6	0.77	96.1	-4.6	96.3	4.3	5.6	12.8	4.2
CCC(=O)N1CCCc2cc(S(=O)(=O)N3CCCc4ccccc43)ccc21	-0.1	-4.1	0.59	103.1	0.0	113.6	-5.0	4.1	-12.3	-0.4
Cc1cc(C)n(Cc2ccc(Cl)c(Cl)c2)c(=O)c1S(=O)(=O)c1ccccc1	-0.1	1.5	1.06	100.4	-4.2	100.5	-0.5	-1.5	2.2	5.3
CCOc1ccc(Nc2nc(Cl)nc(N3CCN(c4ccc(OC)cc4)CC3)n2)cc1	-0.3	9.6	0.61	110.4	-4.4	102.9	-11.9	-9.6	-0.7	3.4
CN(C)c1ccccc1C(=O)c1ccccc1N(C)C	-0.3	90.9*	2.48	132.0*	23.9	109.2	-35.1	-90.9	-0.4	1.9
O=C(Nc1ccc(N2CCN(C(=O)c3ccc(Cl)cc3)CC2)cc1)c1cccnc1	-0.3	2.1	0.94	102.1	-2.9	95.6	-2.3	-2.1	10.7	3.3
Cc1ccccc1-c1nnn(CC(=O)N2CCN(S(=O)(=O)c3ccc(Cl)cc3)CC2)n1	-0.3	/	0.79	100.6	-4.1	95.0	-0.7	/	4.5	3.5
CN(C)c1ccc(NC(=O)CN2CCC(N3CCCCC3)CC2)cc1	-0.3	3.6	1.17	103.3	-7.8	97.3	-3.5	-3.6	3.5	0.3
Oc1ccc(CNc2ccccc2O)cc1	-0.2	-23.3	1.66	104.3	-0.2	117.1	-4.6	23.3	-13.2	0.2
Cc1ccc(C(=O)Oc2ccc(-c3nccc(-c4ccccn4)n3)cc2)cc1	0.0	-7.7	1.84	102.0	2.7	94.6	-2.2	7.7	10.5	2.3
O=C(Cc1ccccc1)NNC(=O)Nc1ccccc1	-0.1	-10.7	1.35	94.0	-3.4	102.8	5.3	10.7	-1.8	1.5
COc1cc2c(cc1OC)C(C)=NCC2	-0.1	-10.3	1.34	97.5	-11.1	104.7	1.6	10.3	-4.5	0.4
CC(C)(CO)NCc1cccs1	-0.2	-32.5	0.94	98.5	-0.6	102.7	0.0	32.5	1.4	0.1
CC(=O)Nc1cccc(CNCc2cccc(NC(C)=O)c2)c1	-0.2	-11.0	1.09	89.9	-2.3	97.7	10.2	11.0	5.1	-1.1
CC(=O)NCc1c(Cl)cccc1-n1cccc1	-0.2	12.2	1.04	104.7	-4.5	110.5	-5.2	-12.2	-1.9	1.9
